High-throughput results (PubChem BioAssay)
NPYLR7 ag: activates Aedes aegypti NPYLR7 receptor; activation, % at 10 µM; AID 1259423; actives 0.15% (n = 270,000); HEK293T NPYLR7/Galpha15, GCaMP6s calcium fluorescence; in the data active means activation above about 40%;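 further: 0% = vehicle and 100% = reference agonist at the receptor; some compounds past the cut are filed as inactive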
mcGAS lum: inhibitors of mouse cGAS; Q8C6L5; recombinant cGAS, Kinase-Glo ATP depletion luminescence; inhibition, % at 12.5 µM; actives 0.15% (n = 160,000); AID 1259399;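 further: 0% = negative control wells and 100% = reference inhibitor with no enzyme activity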
hcGAS inh: blocks human cGAS activity; recombinant h-cGAS, ATP depletion, Kinase-Glo luminescence; actives 0.081% (n = 290,000); Q8N884; inhibition, % at 12.5 µM;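 further: 0% = vehicle reaction and 100% = reaction without DNA for no activity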
Target sequence (Q8N884 whole entry, looked up): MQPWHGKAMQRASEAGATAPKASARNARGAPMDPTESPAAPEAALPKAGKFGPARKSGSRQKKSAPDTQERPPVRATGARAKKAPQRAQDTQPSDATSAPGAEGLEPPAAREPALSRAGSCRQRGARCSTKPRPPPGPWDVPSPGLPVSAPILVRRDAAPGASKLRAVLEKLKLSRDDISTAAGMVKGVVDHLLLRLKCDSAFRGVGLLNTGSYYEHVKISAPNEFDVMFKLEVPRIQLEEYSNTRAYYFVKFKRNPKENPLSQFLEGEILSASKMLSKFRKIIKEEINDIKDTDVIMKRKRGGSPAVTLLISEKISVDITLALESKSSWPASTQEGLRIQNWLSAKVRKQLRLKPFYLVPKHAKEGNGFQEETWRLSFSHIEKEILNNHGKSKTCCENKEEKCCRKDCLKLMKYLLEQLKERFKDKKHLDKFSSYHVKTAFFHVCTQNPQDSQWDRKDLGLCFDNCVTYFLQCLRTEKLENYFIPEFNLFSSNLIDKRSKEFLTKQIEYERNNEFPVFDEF
Starred values were filed as active, the others as inactive; . = no result given. Unless noted, no stated cut-off is given here; in the data, active means inhibition above about 40%; inactive means the rest. Not a hit list; 0.27% or so of the library scored in one or more.

SMILES	NPYLR7 ag	mcGAS lum	hcGAS inh
CCc1ccc(NC(=O)Cn2c(-c3nnc(C(C)C)o3)cc3ccccc32)cc1	-7	-7	-2
COc1ccc(C2CC(=O)C3=C(C2)N=C(C)C(C#N)C3c2ccc(Br)cc2)cc1 (centres undefined)	1	-6	-2
COc1ccccc1NC1CC(=O)N(c2cccc(Cl)c2C)C1=O (centres undefined)	-2	.	0
COc1ccc(-n2nc(C)c(-c3ccccc3)c2NC(=O)CN(C(=O)c2ccc(Cl)c(Cl)c2)C(C)C)cc1	18	-5	-4
O=[N+]([O-])c1cnc(Nc2ccccc2Cl)c([N+](=O)[O-])c1	-2	-5	-10
CC(=O)NCc1ccc(S(=O)(=O)Nc2cc3c(cc2Cl)OCCCO3)s1	5	.	-4
CC1(C)C2CC[C@@]1(CS(=O)(=O)N1CCC[C@@H]1C(=O)NC1CCC(NC(=O)c3ccccc3)CC1)C(=O)C2 (some centres undefined)	5	-6	-2
Cc1ccc(CNS(=O)(=O)CCN2C(=O)NC(C)(C)C2=O)cc1	6	.	-5
COc1ccc(C(=O)C=Cc2cccc(O)c2)cc1F	-2	23	1
Cc1cc(-c2c(-c3ccccc3)ncn2Cc2c(C)noc2C)n[nH]1	1	-1	0
O=C(N1CCc2nnc(CCc3ccccc3)n2CC1)C1(C(F)(F)F)CC1	-3	.	2
Cc1cc2nc(N(Cc3cccnc3)C(=O)c3cc(C)n(C)n3)sc2cc1C	7	.	-3
CCc1nc2ccc(C(=O)Nc3cccc(OC)c3)cn2c1N(C)CCCc1ccccc1	20	15	-5
CCCN(CC(=O)NCC(=O)Nc1ccccc1)C(=O)c1ccc(-c2ccccc2)cc1	13	-6	-8
COc1ccc(/C=C/c2cccc[n+]2C)c(OC)c1OC	8	.	1
CCCc1nc(C(=O)NCc2nnc(-c3ccccc3)o2)cs1	4	.	-6
CNc1nnc(SCC(O)C23CC4CC(CC(C4)C2)C3)s1 (centres undefined)	15	-10	-11
CCN1C(=O)/C(=c2\sc3n(c2=O)C(c2cccs2)C(C(=O)OC)=C(C)N=3)c2ccccc21 (centres undefined)	3	.	-3
COc1ccc(N2CC(C(=O)Oc3coc(CSc4nc(C)cc(C)n4)cc3=O)CC2=O)cc1 (centres undefined)	-9	-6	0
CCCCN(CC)C(=O)Cn1nc(CC)n2c(cc3sccc32)c1=O	4	-3	-6

Structural class, the compounds so far with an aryl thioether with sulfur outside any ring (2)
SMILES	NPYLR7 ag	mcGAS lum	hcGAS inh
CNc1nnc(SCC(O)C23CC4CC(CC(C4)C2)C3)s1 (centres undefined)	15	-10	-11
COc1ccc(N2CC(C(=O)Oc3coc(CSc4nc(C)cc(C)n4)cc3=O)CC2=O)cc1 (centres undefined)	-9	-6	0

Following part.
SMILES	NPYLR7 ag	mcGAS lum	hcGAS inh
CC(C)c1ccc(NC(=O)CC2CC3(CCNCC3)c3ccccc32)cc1 (centres undefined)	0	.	8
O=C1OCCN1c1cccc(CNS(=O)(=O)c2cc(Cl)ccc2Cl)c1	13	.	2
COc1cccc(COC(CN2CCN(S(=O)(=O)c3ccc(C)c(F)c3)CC2)c2ccc(Cl)cc2)c1 (centres undefined)	.	-9	-8
O=S(=O)(CCN1CCc2cncnc2C1)C(F)(F)F	13	.	-6
Cc1ccc(C(C)CCN2CCC(C(=O)Nc3cccc(-c4ccn[nH]4)c3)CC2)o1 (centres undefined)	4	-12	-6
CCCN(Cc1c(-c2ccccc2)noc1N1CCSCC1)CC(O)COCc1ccccc1 (centres undefined)	6	-7	-8
CN1CCN(C(CNC(=O)c2cnn(C(C)(C)C)c2)c2cccs2)CC1 (centres undefined)	-6	-16	-9
Brc1ccc2nc(-c3cccs3)c(NC3CCCCC3)n2c1	-3	-3	-3
Cc1nn2c(nnc3c(=O)n(-c4ccc(F)cc4)ccc32)c1-c1ccc(Cl)cc1	2	.	-8
COCCN(CC(=O)N(Cc1ccc(F)cc1)Cc1sccc1C)C(=O)c1ccc(C(F)(F)F)cc1	10	-6	21
CN1CCN(N=C2C(=O)Nc3c(Cl)cc(Cl)cc32)CC1	-17	.	-2
CS(=O)(=O)CCCS(=O)(=O)NCc1ccn2ccnc2c1	0	.	-10
CC(=O)c1ccc(CN(C)Cc2cccc3cnccc23)cc1	4	.	5
Cc1cccc(Cn2c(SCCO)nc3c2c(=O)n(C)c(=O)n3C)c1	.	-10	-9
O=C(NCCNc1cc(-n2cccn2)ncn1)c1ccco1	-8	-7	-2
Cc1cnc(C(=O)NCCc2ccccc2C)cn1	1	.	0
COc1ccc(CSc2nnc(-c3ccccc3C)n2-c2ccccc2)cc1	-1	2	3
O=C(Nn1cnc2ccccc21)c1ccccc1SC1CCS(=O)(=O)C1 (centres undefined)	7	.	-1
Cc1c(C)n(Cc2ccco2)c2ncnc(Nc3ccccc3O)c12	18	.	-10
O=S1(=O)NC(=NCCCc2ccccc2)c2ccccc21	4	.	2

Nothing new here: an excerpt of the list.
SMILES	NPYLR7 ag	mcGAS lum	hcGAS inh
CCCN(CC(=O)NCC(=O)Nc1ccccc1)C(=O)c1ccc(-c2ccccc2)cc1	13	-6	-8
COc1ccc(/C=C/c2cccc[n+]2C)c(OC)c1OC	8	.	1
CCCc1nc(C(=O)NCc2nnc(-c3ccccc3)o2)cs1	4	.	-6
CNc1nnc(SCC(O)C23CC4CC(CC(C4)C2)C3)s1 (centres undefined)	15	-10	-11
CCN1C(=O)/C(=c2\sc3n(c2=O)C(c2cccs2)C(C(=O)OC)=C(C)N=3)c2ccccc21 (centres undefined)	3	.	-3
COc1ccc(N2CC(C(=O)Oc3coc(CSc4nc(C)cc(C)n4)cc3=O)CC2=O)cc1 (centres undefined)	-9	-6	0
CCCCN(CC)C(=O)Cn1nc(CC)n2c(cc3sccc32)c1=O	4	-3	-6
CC(C)c1ccc(NC(=O)CC2CC3(CCNCC3)c3ccccc32)cc1 (centres undefined)	0	.	8
O=C1OCCN1c1cccc(CNS(=O)(=O)c2cc(Cl)ccc2Cl)c1	13	.	2
COc1cccc(COC(CN2CCN(S(=O)(=O)c3ccc(C)c(F)c3)CC2)c2ccc(Cl)cc2)c1 (centres undefined)	.	-9	-8
O=S(=O)(CCN1CCc2cncnc2C1)C(F)(F)F	13	.	-6
Cc1ccc(C(C)CCN2CCC(C(=O)Nc3cccc(-c4ccn[nH]4)c3)CC2)o1 (centres undefined)	4	-12	-6
CCCN(Cc1c(-c2ccccc2)noc1N1CCSCC1)CC(O)COCc1ccccc1 (centres undefined)	6	-7	-8
CN1CCN(C(CNC(=O)c2cnn(C(C)(C)C)c2)c2cccs2)CC1 (centres undefined)	-6	-16	-9
Brc1ccc2nc(-c3cccs3)c(NC3CCCCC3)n2c1	-3	-3	-3
Cc1nn2c(nnc3c(=O)n(-c4ccc(F)cc4)ccc32)c1-c1ccc(Cl)cc1	2	.	-8
COCCN(CC(=O)N(Cc1ccc(F)cc1)Cc1sccc1C)C(=O)c1ccc(C(F)(F)F)cc1	10	-6	21
CN1CCN(N=C2C(=O)Nc3c(Cl)cc(Cl)cc32)CC1	-17	.	-2
CS(=O)(=O)CCCS(=O)(=O)NCc1ccn2ccnc2c1	0	.	-10
CC(=O)c1ccc(CN(C)Cc2cccc3cnccc23)cc1	4	.	5
Cc1cccc(Cn2c(SCCO)nc3c2c(=O)n(C)c(=O)n3C)c1	.	-10	-9
O=C(NCCNc1cc(-n2cccn2)ncn1)c1ccco1	-8	-7	-2
Cc1cnc(C(=O)NCCc2ccccc2C)cn1	1	.	0
COc1ccc(CSc2nnc(-c3ccccc3C)n2-c2ccccc2)cc1	-1	2	3

Additional structures:
SMILES	NPYLR7 ag	mcGAS lum	hcGAS inh
CNC(=O)C(C)CN(C)C(=O)Nc1cc(-c2ccccc2)ns1 (centres undefined)	6	.	-9
CC(=O)Nc1ccc(S(=O)(=O)NC(C)(C)CC(C)(C)C)cc1	3	-6	-6
O=C(Cc1ccc2c(c1)OCO2)N1CCCC2(C1)C(=O)Nc1ccccc12 (centres undefined)	2	.	-5
COCC(=O)Nc1ccc(N2CCN(C(=O)c3ccc(OC)c(F)c3)CC2)nc1	-5	0	3
Cn1c(SCc2nnc(-c3ccco3)o2)nc2ccccc21	7	.	-3
Cc1onc(-c2ccccc2Cl)c1C(=O)Nc1ccccc1C(N)=O	2	.	1
CCOc1cc(C2NC(=O)c3nn(CC)cc3N2)c(Br)cc1O (centres undefined)	-1	.	-2
COc1ccc(O)c(-c2cc(C(F)(F)C(F)F)nc(-c3ccccc3)n2)c1	7	.	0
CCC(C)(C)c1ccc(Oc2ccc(N)cc2)cc1	4	-13	-1
CS(=O)(=O)CC(O)c1cc2n(n1)CCN(C(=O)CC1CCCC1)C2 (centres undefined)	.	-4	-11
Cc1nn(CC(=O)N2CCCCC2)c(C)c1[N+](=O)[O-]	-1	.	9
CN(C)C(=O)c1cncc(N2CCC3(CCNCC3)CC2)n1	-1	.	-3
O=C1C[C@H]2CC[C@@H](CN1)N2C(=O)c1cnc2ccccn2c1=O	1	-11	-6
c1nc(NC2CCCCCC2)c2cc[nH]c2n1	3	.	-3
CCOc1ccc(C2C(C(=O)OCCc3ccccc3)=C(C)NC3=C2C(=O)CC(c2ccccc2)C3)cc1OC (centres undefined)	15	-7	-5
Cc1[nH]cnc1C(=O)N1CCC(c2n[nH]c(=O)n2Cc2ccccc2)CC1	8	-11	-4
CSCC(=O)N1CCC(CCC(=O)Nc2ccc(F)c(Cl)c2)CC1	0	.	3
CCOc1cccc2sc(N(CCCN(C)C)C(=O)c3cccs3)nc12	7	-1	-3
CCN(CCn1cccn1)Cc1cccc2c1OCO2	-5	-13	-6
O=S(=O)(Nc1ccc2c(c1)-c1ccccc1C2)c1ccc(F)cc1	5	.	-5
O=C(/C=C/c1ccc(Cl)cc1Cl)Nc1nccs1	11	-6	-5
CCn1c(C2CCCN(Cc3nc(C(C)C)cs3)C2)nn(C)c1=O (centres undefined)	-2	-1	-2
Cc1ccc(NC(=O)c2c(NC(=O)c3ccccc3)sc3c2CCC(C)C3)cc1 (centres undefined)	0	-9	-6
O=CNc1cc(-c2cccc(F)c2)cn2c(-c3ccc(F)cc3)cnc12	-6	-6	-8
O=C(Cn1ccccc1=O)NC1=NCCS1	9	.	-4
CCOCCOC1CCCN(C(=O)c2ccc(C(F)(F)F)cc2)C1 (centres undefined)	-9	-3	-4
CCCCn1c(N)c(N(C)C(=O)C2(c3ccc(Cl)cc3)CCCC2)c(=O)[nH]c1=O	10	-4	-3
O=C(N[C@@H]1c2ccccc2C2(CCNCC2)[C@H]1O)c1cn2ccsc2n1	5	.	-7
O=C(CSc1n[nH]c(=O)n1C1CC1)NC1CCCC1	-1	.	-3
COC(=O)c1ccc(OC(C)C(=O)NC2CCCCC2)cc1 (centres undefined)	-12	-1	3
COc1cc2c(cc1-c1ccco1)OCC(C)(C)CC2CO (centres undefined)	1	-8	2
CCn1ncc(C(=O)NCCOc2cccc3ccc(C)nc23)c1C	21	.	-8
Cc1noc(C)c1-n1c(CCCN2CCOCC2)n[nH]c1=O	1	.	3
Cc1c[nH]c(C(=O)N2CCC(=O)N(Cc3ccc(F)cc3)C(C(C)C)C2)c1 (centres undefined)	3	.	-3
CCOc1ccccc1NC(=O)N(CC(=O)N(CCc1c[nH]c2ccccc12)Cc1ccc(C(F)(F)F)cc1)C1CC1	-4	-4	8
COc1ccc(-c2cc(C(=O)NCc3ccc4c(c3)OCO4)n(-c3ccc(Cl)cc3)n2)c(OC)c1	.	-5	-4
CC1CCCCN1C1CN(CCOCc2ccccc2)C1 (centres undefined)	1	.	-6
CN1C(=O)C(CC(=O)NCc2cccnc2N2CCCCCCC2)N(C)C1=O (centres undefined)	3	-19	-4
CN(C)C(=O)c1csc(-c2csc(-c3ccc(C(N)=O)cc3)n2)c1	-1	-17	-9
COCCNC(=O)CSc1nnc2n1CCN2c1ccccc1	9	-9	-5
COCCN(CC(=O)N1CCc2sccc2C1c1ccccc1C)C(=O)c1cccs1 (centres undefined)	-12	1	-1
Cc1cccc(-n2c(CNC(=O)c3ccc(S(=O)(=O)N(C)C)cc3)nnc2SCC(=O)N2CCc3ccccc32)c1	8	-6	-3
CC(O)CNc1ccc(-n2nc(OC(C)C)nc2-c2ccccc2F)cc1 (centres undefined)	-1	-6	-5
Brc1cccc(C=NN2CCN(c3ccccn3)CC2)c1	24	-6	-6
N#Cc1cccc(CNC(=O)N2CCCC3CCCC32)c1 (centres undefined)	3	.	0
O=C(N=Nc1c(O)[nH]c2ccccc12)Nc1ccccc1	-4	.	-1
CCOc1ccccc1-c1nc(COC(=O)c2nnn(-c3ccc(C)c(F)c3)c2C)c(C)o1	-4	-10	-6
O=c1c2c3nc4ccccc4nc3n(Cc3ccc4c(c3)OCO4)c2ncn1Cc1ccco1	-1	.	-1
O=c1[nH]c(CN2CCCC2)nc2c(Br)cc(Br)cc12	8	.	-4
